Assay outcomes (PubChem)
APEX1 inh = inhibitors of human APE1 endonuclease; P27695; recombinant APE1, TAMRA/BHQ-2 abasic DNA cleavage fluorescence; Potency, µM (highest dose often 65.8 µM), for the others: at the top dose activity change, negative = inhibition, most hits filed as inhibitors; 350,000 tested, 0.35% active;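 further: potency means the concentration at half of the fitted maximal effect; plate controls were vehicle for no effect and reference inhibitor for full effect; nearly all actives have a fitted effect of over 55% in size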
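Enzyme (0.75 nM final) and test compound are incubated 15 min at room temperature before adding 50 nM quenched THF abasic-site duplex. Cleavage dequenches TAMRA, followed at 525/598 nm over three reads one minute apart.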
Anesthetic bind = candidate novel general anesthetic via apoferritin binding | P02791 | 350,000 tested, 0.074% active | apoferritin/1-aminoanthracene competitive binding, fluorescence | AID 485281 | Potency, µM (doses to about 77.5 µM), inactives show at the highest dose activity change, negative = displacement, hits mostly inhibitors; further: potency means the concentration at half of the fitted maximal effect; on the % scale 0 is the no-effect control and ±100 the full control effect; nearly all actives have a fitted effect of over 20% in size
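In PBS, apoferritin at 10 uM is loaded with 1-AMA from a 50% saturated solution. After 10 min of compound exposure at ambient temperature, reduced 535 nm fluorescence indicates probe displacement.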
POLK inh = inhibitors of human DNA polymerase kappa; 400,000 tested, 0.53% active; AID 588579; Q9UBT6; Potency, µM (titrated, usually from 107 µM), for the others: at the highest dose activity, negative = inhibition, actives largely listed as inhibitors; purified Pol kappa, fluorescent DNA synthesis assay, 10 min; further: potency means the concentration at half of the fitted maximal effect; on the % scale 0 is the no-effect control and ±100 the full control effect
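Fluorescent qHTS in 1536-well format: enzyme (10 nM) and compound sat 15 min at room temperature before 50 nM substrate (final) was added. Signal taken at 0 and 10 min; no-enzyme buffer wells were negative controls.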
PGK inhibitor = blocks T. brucei phosphoglycerate kinase | P07378 | PGK/GAPDH coupled, Kinase-Glo luminescence, 60 min | Potency, µM (top dose mostly 57.5 µM), without a hit: at the top dose activity change, negative = inhibition, most hits filed as inhibitors | 380,000 tested, 0.043% active | AID 602233; further: potency means the concentration at half of the fitted maximal effect; on the % scale 0 is the no-effect control and ±100 the full control effect; nearly all actives have a fitted effect of over 60% in size
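Recombinant glycosomal PGK reaction used 1,3-bisphosphoglycerate generated in-well by GAPDH (100nM final) in 100mM TEA pH 7.6, 5mM MgCl2, 0.01% Tween-20. After 60 minutes at room temperature, ATP was read by Kinase-Glo Plus luminescence end-point.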
RXFP1 antagonist = blocks the human relaxin receptor RXFP1; HEK293-RXFP1, relaxin-stimulated cAMP HTRF, 30 min; stronger effect = lower value; activity change, negative = inhibition, % at 57.5 µM; 350,000 tested, 0.59% active;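 active means activity change of -60% or lower, but not beyond a set lower limit; inconclusive means change between -60% and -40%, or beyond the set limit; inactive means change above -40%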; further: on the % scale 0 is the no-effect control and ±100 the full control effect
POLH inh = blocks human DNA polymerase eta activity; Q9Y253; recombinant Pol eta, fluorescent DNA replication assay; Potency, µM (highest dose often 114 µM), without a hit: top-dose activity change, negative = inhibition, most hits filed as inhibitors; 390,000 tested, 1.2% active; AID 588591; further: potency means the concentration at half of the fitted maximal effect; on the % scale 0 is the no-effect control and ±100 the full control effect
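Pol eta at 10 nM preincubated with compounds 15 min at room temperature; reaction started with fluorescent substrate (50 nM final) and read kinetically at 0 and 10 min.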
Pol iota inh = inhibitors of human DNA polymerase iota. AID 588590. Potency, µM (highest dose often 115 µM), for inactives: at the highest dose activity, negative = inhibition, actives largely listed as inhibitors. 390,000 tested, 1% active. Pol iota fluorescent replication assay, 10 min. Q9UNA4; further: potency means the concentration at half of the fitted maximal effect
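Fluorescent replication assay read twice, at 0 min and 10 min after adding 50 nM (final) substrate. Enzyme (10 nM) and compounds were first incubated 15 min at room temperature; enzyme-free buffer wells were negative controls.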
BLM inh = inhibitors of human Bloom syndrome helicase BLM; P54132; recombinant BLM DNA unwinding, fluorescence dequenching; Potency, µM (highest dose often 56.1 µM), inactives show at the top dose activity change, negative = inhibition, most hits filed as inhibitors; 350,000 tested, 0.2% active; AID 2528;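 further: potency means the concentration at half of the fitted maximal effect; plate controls were vehicle for no effect and no enzyme for full effect; nearly all actives have a fitted effect of over 35% in size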
POLB inh = DNA polymerase beta (human) inhibition. AID 485314. Potency, µM (titrated, usually from 114 µM), inactives show top-dose activity change, negative = inhibition, actives largely listed as inhibitors. Pol beta primer extension/strand displacement, fluorescence kinetic. 340,000 tested, 1.3% active; further: potency means the concentration at half of the fitted maximal effect; on the % scale 0 is the no-effect control and ±100 the full control effect
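10 nM enzyme + cpd, 15 min RT; start with substrate 50 nM final; read 0 min and after 10 min RT. Corrected, normalized data; 4-parameter Hill curve fit.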
The depositor's hits bear a star; i = inactive; ? = inconclusive; / = no result given; [ ] = dose if it differs, or a comment. Unless noted, the call rests on the fitted dose curve; in most records, active means well fitted curve in the direction sought with a large enough effect; inconclusive means small, poorly fitted or top-dose-only effect, or another doubt; inactive means no such curve, though single readings can be large; an effect the other way counts as inactive or inconclusive.

SMILES	APEX1 inh	Anesthetic bind	POLK inh	PGK inhibitor	RXFP1 antagonist	POLH inh	Pol iota inh	BLM inh	POLB inh
COc1ccc(Cl)cc1NC(=O)COC(=O)CCc1cc(OC)c(OC)c(OC)c1	-10%	-14%	-17%	-4%	-2	-11%	96%[activator]	-5%	3%
Cc1ccc(S(=O)(=O)NCC(=O)N(c2ccccc2)C(C(=O)NCc2ccccc2)c2ccco2)cc1 (stereo not drawn)	-10%	-6%	-12%	2%	/	-13%	-4%	-10%	27%
Cc1cc(C)cc(N=C2NC(=O)/C(=C/c3cccs3)S2)c1	-4%	0%	-11%	/	-26	-9%	-9%	-3%	20%
O=C(c1cccc(-c2ccc(O)cc2)c1)N1CCOCC1	0%	-2%	7%	-4%	-6	-10%	?	-4%	9%
O=[N+]([O-])c1cc(C(F)(F)F)cc([N+](=O)[O-])c1N1CCCNCC1	-3%	-23%	-4%	8%	-20	-6%	47%[activator]	-4%	1%
CCOc1ccc(CN(C)CC(O)COC(c2ccc(OC)cc2)c2ccc(OC)cc2)cc1 (stereo not drawn)	-13%	-13%	-16%	-7%	-32	-25%	30%[activator]	0%	13%
CCOC(=O)N1CCN(C(=O)c2c(-c3ccccc3)noc2C)CC1	6%	-2%	-13%	-2%	/	-9%	8%	1%	-14%
COc1ccc(C)cc1S(=O)(=O)N1CCC(C)CC1	15%	-15%	-12%	-5%	22	-11%	-2%	-4%	38%
CC1(C)CC(=O)C=C(Nc2ccc(Br)cc2F)C1	6%	-18%	7%	i	2	-10%	20%	-4%	2%
Cc1ccc(C2CC(=O)Oc3cc4c(cc32)OCO4)cc1 (stereo not drawn)	?	-20%[110 µM]	45µM*	/	/	/	/	-18%[75.6 µM]	/
CC(C)(C#N)NC(=O)c1ccco1	4%	-10%	-2%	-2%	10	7%	-5%	-2%	3%
Cc1cc(C(=O)Cn2nc(C(=O)O)c3ccccc3c2=O)c(C)n1-c1cccc(C(F)(F)F)c1	-4%	-4%	3%	1%	9	-25%	106%[activator]	-9%	0%
CCOc1c(Br)cc(CNc2ccc(N3CCOCC3)cc2)cc1OC	-1%	-18%	-2%	-5%	-12	-26%	5%	-7%	12%
CCc1ccc(C(=O)c2cn(CC(=O)Nc3ccc(OC)cc3OC)c3ccc(CC)cc3c2=O)cc1	/	-22%	-21%	i	-13	-8%	0%	-10%	46%
O=C(Nn1cc(C(=O)Nc2ccc(F)cc2F)c2ccccc2c1=O)c1cnccn1	0%	-9%	-6%	-2%	-9	-3%	55%[activator]	0%	-21%
Cc1ccc(NC(=O)C(C)SCc2nc3sc4c(c3c(=O)[nH]2)CCCC4)nc1 (stereo not drawn)	18%	-9%	-1%	-3%	0	-16%	-29%	-2%	10%
CSc1ccc(NC(=O)N2CCC(C(=O)c3ccc(F)cc3)CC2)cc1	4%	8%	-14%	5%	-17	-7%	-1%	-3%	-13%
CC(=O)Nc1nc(SCCCc2ccccc2)n[nH]1	1%	?	-2%	3%	-5	-6%	3%	-4%	3%
COc1ccc2[nH]cc(CCNC(=O)Cc3ccc(Cl)cc3)c2c1	-8%	4%	-2%	8%	3	2%	7%	-5%	1%
O=C(Nc1cc(C(F)(F)F)ccc1N1CCOCC1)c1ccc[n+]([O-])c1	0%	-5%	-11%	-8%	-11	-7%	5%	0%	25%
O=c1c2ccccc2nc(-c2ccccc2)n1O	/	/	8%	4%	-4	-1%	-8%	/	/
CCOC(=O)c1c(-c2ccc(C)cc2)csc1NC(=O)c1cc(-c2ccc(C)c(F)c2)on1	/	-7%	-3%	i	-4	-6%	23%	-1%	2%
CCC(=O)c1ccc(OCC(=O)OCC(=O)c2cc(C)n(C3CC3)c2C)cc1	13%	/	-6%	-4%	-4	-10%	-17%	/	/
Cc1cccc(CCN(CC(=O)NC(C)(C)C)C(=O)c2csnn2)c1	-5%	-13%	-7%	-6%	-12	-3%	21%	-1%	?
CCOc1cc(-c2noc(-c3cccnc3)n2)ccc1OC	3%	-11%	1%	-4%	-3	5%	22%	0%	22%

Random excerpt: 3 records from the list.
SMILES	APEX1 inh	Anesthetic bind	POLK inh	PGK inhibitor	RXFP1 antagonist	POLH inh	Pol iota inh	BLM inh	POLB inh
O=C(Nc1cc(C(F)(F)F)ccc1N1CCOCC1)c1ccc[n+]([O-])c1	0%	-5%	-11%	-8%	-11	-7%	5%	0%	25%
CSc1ccc(NC(=O)N2CCC(C(=O)c3ccc(F)cc3)CC2)cc1	4%	8%	-14%	5%	-17	-7%	-1%	-3%	-13%
Cc1cccc(CCN(CC(=O)NC(C)(C)C)C(=O)c2csnn2)c1	-5%	-13%	-7%	-6%	-12	-3%	21%	-1%	?

Next part:
SMILES	APEX1 inh	Anesthetic bind	POLK inh	PGK inhibitor	RXFP1 antagonist	POLH inh	Pol iota inh	BLM inh	POLB inh
Cc1occc1-c1nnc(SCC(=O)Nc2ccc3c(c2)OCO3)n1CC1CCCO1 (stereo not drawn)	0%	-16%	4%	i	-10	-10%	-2%	-3%	23%
COc1ccccc1C(=O)COC(=O)CNS(=O)(=O)c1ccc(C)cc1	0%	-20%	-21%	-1%	-11	-3%	71%[activator]	0%	20%
NS(=O)(=O)c1ccc(NC(=O)CSc2nc3ccccc3c(=O)n2Cc2ccncc2)cc1	-6%	/	7%	-1%	-4	-6%	-4%	/	/
CS(=O)(=O)c1ccc(NC(=O)c2cc3c(cc2Cl)N2CCCCCC2=NS3(=O)=O)cc1	/	/	-2%	-1%	3	-15%	21%	/	/
O=C(NC1CCCCC1)c1noc2c1CCCCC2	-3%	-2%	-3%	-9%	21	1%	0%	-4%	1%
COCCn1c(SCC(=O)Nc2nnc(C)s2)nnc1-c1ccco1	-2%	-4%	2%	-9%	3	-15%	68%[activator]	-2%	-24%
CC12CCC(=O)N1C(C(=O)Nc1nnc(SCc3ccccc3)s1)CS2 (stereo not drawn)	2%	/	-8%	-8%	13	14%	50%[activator]	/	/
CCOc1ccc(Cc2nc(-c3nonc3N)no2)cc1OCC	11%	-12%	-8%	7%	-13	1%	60%[activator]	-5%	10%
Cn1c(CCNC(=O)OC(C)(C)C)n[nH]c1=S	7%	-2%	-10%	-1%	2	1%	-4%	0%	2%
CC(C)NC(=O)Cn1c(=O)cnc2ccccc21	2%	-12%	-1%	4%	-7	-14%	7%	2%	-3%
COCCNC(=O)C(c1ccc(C)o1)N(C(=O)C(=O)NC1CCCCC1)c1ccc(F)cc1 (stereo not drawn)	-4%	-12%	1%	7%	5	-7%	1%	-6%	6%
Cc1cc(NS(=O)(=O)c2ccc(NC(=O)/C=C/c3ccccc3Cl)cc2)no1	16%	-10%	-1%	1%	-21	-19%	5%	1%	25%
Cc1nc2c(C(=O)NCCc3ccccc3)c[nH]n2c(=O)c1Cc1ccc(F)cc1Cl	/	-8%	-22%	-5%	/	-30%	?	-6%	79µM*
COc1ccc(C2CC(=O)c3c(C)nc(N4CCN(C=O)CC4)nc3C2)c(OC)c1 (stereo not drawn)	/	?	1%	-3%	/	-23%	-9%	-3%	-8%
CN(Cc1cccc(F)c1)C(=O)c1cccc(S(=O)(=O)N2CCN(Cc3ccccc3)CC2)c1	-24%	-6%	-11%	2%	-14	-18%	11%	-8%	-7%
O=C1Nc2ccccc2C(=O)C1(Cl)Cc1ccccc1 (stereo not drawn)	-11%	4%	-3%	-2%	-15	-18%	?	-2%	25%
CCCn1nnnc1-c1cc(Cl)cc(Cl)c1	-2%	?	-10%	i	-6	-6%	6%	-3%	26%
C=C(C)C(=O)OCCOCC	-5%	11%	-13%[12 µM]	/	/	/	/	0%	/
CCCCOc1ccc(S(=O)(=O)Nc2ccc(NC(C)=O)cc2)cc1	-4%	0%	-5%	?	-7	-15%	-7%	-2%	15%
O=C(Oc1ccc(/C=N/NC(=O)c2ccccn2)cc1)c1ccc(Br)cc1	/	/	4%	21%	10	0%	-9%	/	/
CC1(C)Cc2c(sc3nc(-c4ccccc4)n(N)c(=O)c23)CO1	14%	-5%	-10%	i	2	-29%	?	-7%	6%
COC(=O)CSc1nnc(-c2ccc(S(=O)(=O)N3CCCC3)cc2)n1C	9%	-13%	-7%	0%	1	2%	-5%	-2%	0%
CN(CC(=O)Nc1ccc(F)cc1)C(=O)COC(=O)CSc1ccc(F)cc1	-6%	/	-6%	7%	-10	-16%	49%[activator]	/	/
O=C1CCN(Cc2ccccc2)C=C1c1ccc(Br)cc1	6%	/	-4%	-10%	/	-18%	-1%	/	/
CCCS(=O)(=O)N1CCCC(C(=O)NCCN2CCC(Cc3ccccc3)CC2)C1 (stereo not drawn)	-1%	-6%	0%	4%	-13	-7%	19%	1%	37%

Carrying on.
SMILES	APEX1 inh	Anesthetic bind	POLK inh	PGK inhibitor	RXFP1 antagonist	POLH inh	Pol iota inh	BLM inh	POLB inh
Cc1ccccc1C(=O)N1[C@@H](C(C)C)COc2cc(Br)ccc2S1(=O)=O	/	/	-1%	-4%	/	-19%	-24%	/	/
Cc1ccc(C2NC(=O)NC3=C2CCc2ccccc23)cc1 (stereo not drawn)	-1%	-3%	2%	/	-14	-11%	41%[activator]	?	1%
COc1ccc(CCC(=O)N2CCN(S(=O)(=O)c3cccc(Cl)c3)CC2)cc1	-3%	/	-8%	-1%	-8	-5%	-15%	/	/
FC(F)(F)c1ccccc1NC(=S)N1CCc2ccccc2C1	-4%	-12%	-15%	-17%	6	-26%	31%	-5%	-1%
O=c1c(/C=C(\O)c2ccccc2)nc2ccccc2n1-c1ccccc1	-7%	-15%	-15%	-4%	-6	-16%	-1%	-5%	-1%
CCC(=O)c1ccccc1OCC(=O)Nc1c(C)cccc1C	-6%	-4%	-11%	1%	8	-3%	57%[activator]	-5%	-5%
NS(=O)(=O)c1ccc(CCNC(=O)CSc2nc3ccccc3c(=O)n2CCC(=O)N2CCCCC2)cc1	1%	-2%	-10%	-2%	-5	-10%	5%	-2%	-2%
CCCCN(C)CCNC(=O)c1c2c(nc3ccccc13)C(=O)N(C1CCCCC1)C2	/	-2%	0%	i	-16	-17%	?	1%	-2%
O=C(O)CSc1nnc(-c2ccc(Cl)cc2Cl)n1-c1ccc(Br)cc1	58%[activator]	-4%	-1%	i	-3	-6%	12%	-3%	11%

Some of the compounds tested; rates above refer to the full screens.
